High-throughput results as filed in PubChem BioAssay.
ATXN viability – reduces viability in counter-screen for ATXN expression inhibitors | S2 cells (HEK-293 line with an ATXN2-luciferase reporter) viability, CellTiter-Fluor protease fluorescence, 24 h | Potency, µM (top dose mostly 56.7 µM), hits mostly cytotoxic | actives 0.49% (n = 400,000); also: potency is read from the fitted curve at half-maximal effect; nearly all actives have a fitted effect of over 40% in size
HepG2 viability – HepG2 cytotoxicity, counter-screen for TGF-b inhibitors. actives 0.76% (n = 410,000). Potency, µM (doses to about 46.1 µM), for the others: top-dose activity change, negative = cytotoxicity, hits mostly cytotoxic. HepG2 CAGA-GFP viability, ATP luminescence, 18 h; also: potency is read from the fitted curve at half-maximal effect; some results filed as inactive show a strong effect at the top dose
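HepG2 CAGA-GFP cells (1000/well, DMEM with 1% FBS) received compound, then TGF-beta at 500 pg/mL final, and were incubated 18 hours at 37 degrees C. Viability was read by CellTiter-Glo luminescence. Media-only wells were set as complete cell-killing and DMSO as no toxicity.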
ATXN2 expr inh – inhibitors of ATXN2 expression. AID 1745845. Potency, µM (series often up to 57 µM), for inactives: top-dose activity change, negative = inhibition, hits mostly inhibitors. actives 0.72% (n = 360,000). HEK-293 ATXN2-luciferase reporter, luminescence, 24 h; also: potency is read from the fitted curve at half-maximal effect; % is scaled to controls: 0 for no effect and ±100 for the full control effect; nearly all actives have a fitted effect of over 55% in size
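qHTS (up to 57 uM final) was run with 24 h compound exposure of reporter cells at 37 °C. Each well was multiplexed: SteadyGlo luminescence measured ATXN2-luciferase expression after a fluorogenic Gly-Phe-AFC viability readout (25 uM final).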
IL1B secr inh – inflammasome signaling inhibition, IL-1 beta readout | THP-1 LPS/ATP IL-1B secretion, AlphaLISA, 16 h; active compounds read low | activity change, % at 57.5 µM | actives 4.7% (n = 360,000) | AID 743279; in the data active = activity change below about -50%; inconclusive = mostly about -30% to -49%; also: % is scaled to controls: 0 for no effect and ±100 for the full control effect
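Secreted IL-1B measured by AlphaLISA bead assay after 16 h compound exposure of THP-1 cells; compounds (final up to 57.5 uM) added 1 h before LPS (250 ng/mL) and ATP (1.25 mM) stimulation; lower signal means less secretion.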
HT1080 IDH1KD tx – toxicity to HT-1080 IDH1 knockdown cells (counter line); HT-1080 IDH1 knockdown viability, ATP luminescence, 48 h; actives 2% (n = 360,000); AID 686971; Potency, µM (titrated, usually from 46.1 µM), for the others: top-dose activity, negative = toxicity, actives largely listed as cytotoxic;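 also: potency is read from the fitted curve at half-maximal effect; 0% = DMSO wells and -100% = cell-free medium wells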
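Assay cells: HT-1080 with IDH1 knockdown, 750 per well, RPMI/5% FBS. Exposure: 48 h at 37 °C following 2 h pre-incubation. Read: CellTiter-Glo luminescence; fitted concentration-response, curve class assigned.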
MCF10A rerep – inducers of DNA re-replication in MCF 10A breast cells. MCF 10A DNA re-replication, Hoechst nuclear intensity, 48 h. actives 2.9% (n = 350,000). Potency, µM (top dose mostly 46.1 µM), without a hit: at the top dose activity, positive = re-replication, most hits filed as activators; also: potency is read from the fitted curve at half-maximal effect; % of control where 0% means no effect; nearly all actives have a fitted effect of over 50% in size
KB-3-1 cytotox – KB-3-1 parental cell cytotoxicity | KB-3-1 viability, CellTiter-Glo ATP luminescence, 72 h | Potency, µM (top dose mostly 46.1 µM), for the others: at the highest dose activity change, negative = cytotoxic, usual class: cytotoxic | actives 1.4% (n = 400,000) | AID 1347075; also: potency is read from the fitted curve at half-maximal effect; % is scaled to controls: 0 for no effect and ±100 for the full control effect; nearly all actives have a fitted effect of over 60% in size
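Multi-concentration cytotoxicity screen in KB-3-1 cells grown in DMEM lacking phenol red with 10% FBS. After 72 h at 37 °C with compound, ATP-dependent luminescence was recorded.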
HT1080NT lethal – kills 2HG-producing HT-1080-NT fibrosarcoma cells; HT-1080-NT fibrosarcoma viability, CellTiter-Glo ATP luminescence, 48 h; Potency, µM (doses to about 46.1 µM), for the others: at the top dose activity, negative = less viability, usual class: cytotoxic; actives 1.6% (n = 360,000);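 also: NT is the 2HG producing partner of a matched IDH1 knockdown line; potency is read from the fitted curve at half-maximal effect; 0% = DMSO-treated cells and -100% = media-only wells without cells; nearly all actives have a fitted effect of over 55% in size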
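HT-1080-NT; 750 cells/well; 5% FBS RPMI; 48 h compound, 37 degrees C; CellTiter-Glo luminescence; curve fitting and curve-class assignment.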
SW480 rerep – DNA re-replication induction in SW480 cells; SW480 DNA re-replication, Hoechst DNA content imaging, 48 h; Potency, µM (top dose mostly 46.1 µM), inactives show at the top dose re-replication activation, actives largely listed as activators; actives 1.8% (n = 340,000); also: potency is read from the fitted curve at half-maximal effect; % of control where 0% means no effect; nearly all actives have a fitted effect of over 55% in size
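Image-based DNA-content assay: after two days of treatment, nuclei were labelled with the DNA dye Hoechst and imaged, and hits were compounds raising the count of nuclei showing high fluorescence intensity.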
* hit, by the source's call; i = inactive; ? = inconclusive; . = no result given; & = joins results of further samples; [ ] = remark or other dose. Unless noted, calls follow the shape of the dose curve; as a rule, active = well fitted curve in the direction sought with a large enough effect; inconclusive = small, poorly fitted or top-dose-only effect, or another doubt; inactive = no such curve, though single readings can be large; an effect the other way counts as inactive or inconclusive. Outcome played no part in choosing rows; 8.9% or so of the library scored in one or more.

SMILES	ATXN viability	HepG2 viability	ATXN2 expr inh	IL1B secr inh	HT1080 IDH1KD tx	MCF10A rerep	KB-3-1 cytotox	HT1080NT lethal	SW480 rerep
CCc1ccccc1Nc1nc2ccccc2n1C(C)C	i	10%	6%[11.3 µM]	2	25%	-1%	1%	20%	3%
CNS(=O)(=O)c1cn(CC(=O)NCc2ccc(F)cc2)cc1S(=O)(=O)NC	i	11%	.	-3	0%	1%	0%	3%	-10%
CC(=O)NNc1cccc(Cl)n1	i	14%	-9%	4	15%	-5%	9%	14%	2%
CN(C)c1ccc(CN(C(=O)c2cccs2)C2CCS(=O)(=O)C2)cc1 (stereo unspecified)	i	5%	-11%	-17	-4%	-2%	-3%	-1%	-9%
CCCc1nc(Cl)c(C#N)c2c1CCCC2	i	23%	-27%[11.3 µM]	-18	-1%	?	2%	-2%	-2%
O=C(Nc1cccc(/C=C/c2ccccn2)c1)c1ccc(-n2cncn2)cc1	i	-2%	2%	2	?	?	23%	-11%	-19%
COc1ccc(CN(C)CC(=O)Nc2cc3oc4ccccc4c3cc2OC)c(OC)c1	i	-3%	-17%	-11	-10%	?	9%	-2%	24%
CC1(C)Cc2c(c(=S)nc(-c3ccccc3)n2CCOCCO)CO1	i	8%	9%	15	15%	4%	20%	20%	-5%[9.22 µM]
CN(C)c1ccc(C2N(c3ccc(F)cc3)C(=O)C3CCCN32)cc1 (stereo unspecified)	i	-66%	6%	-7	5%	1%	1%	1%	-5%
COCCNC(=O)CCc1nc2cccnc2n1Cc1ccc(OC)cc1	i	1%&-13%	-5%	7	25%	-1%	3%&4%	0%	-4%
O=C(Nc1cccc(F)c1)C1CCN(c2nc3ccccc3nc2C(F)(F)F)CC1	i	-37%	-13%	.	.	.	?	.	.
FC(F)(F)c1cc(Nc2ccccc2)nc(-c2ccccn2)n1	i	-7%	?	-22	15%	?	4%	7%	-24%
CCOc1cc(/C=C/c2cc(C(=O)O)c3ccccc3n2)ccc1OC	i	5%	27%	25	6%	0%	16%	-17%	-5%
COc1cccc2cc(C(=O)Nc3cccnc3N3CCOCC3)c(=O)oc12	i	-10%	-4%	13	5%	?	-3%	10%	-10%
CCOc1ccc(C(=O)Nc2nc(C)c(C(=O)OC)s2)cc1	?	20%	-36%	21	8%	19%	1%	4%	17%
Cn1c(=O)c2cc(NC(=S)NC3CC3)ccc2n1Cc1cccc(C(F)(F)F)c1	i	5%	0%	34	13%	.	0%	22%	.
COC(=O)C(C)(C)NC(=O)c1cccs1	i	3%	2%	0	-1%	-2%	6%	-1%	-9%
Cc1ccc(OCC(=O)Nc2ccc([N+](=O)[O-])cc2)cc1	i	31%	0%	9	6%	1%	4%	5%	-6%
O=[N+]([O-])c1nccn1CCCCCCN1CCOCC1	i	-1%	3%	50	14%	.	-3%	14%	.
O=C(COC(=O)/C=C/c1cccc([N+](=O)[O-])c1)Nc1cccnc1Cl	?	-21%	0%	3	-9%	-1%	0%	-7%	-2%
COC(=O)COc1ccc2c(=O)c(Oc3ccccc3Br)coc2c1	i	-1%	0%	1	16%	9%	-14%	?	2%
Cc1ccc(CNc2ccc(N3CCOCC3)cc2)s1	i	-2%	-12%	?	0%	1%	6%	6%	-9%
COCCn1c(/C=C/c2ccccc2)nc2ccccc21	i	-42%	75%[activator]	-2	-38%	4%	-13%	-33%	27%
COC(=O)c1c(NC(=O)Cc2cccs2)sc2c1CCC(C)C2 (stereo unspecified)	i	-10%	21%	-83*	8%	-5%	-4%	-8%	-3%
O=C(CSc1nc2c(c(=O)n1-c1ccc(Cl)cc1)SCC2)Nc1nccs1	i	-2%	-1%	37	-17%	-3%	5%	-26%	-20%
COc1ccc(NC(=O)COc2ccccc2Cc2ccccc2)cc1S(=O)(=O)N1CCOCC1	?	0%	-13%	-10	-2%	22%	-1%	-3%	2%
CCC(Oc1ccccc1)C(=O)Nc1ccccc1OC (stereo unspecified)	i	-2%	-2%	32	10%	-3%	-5%	-1%	-1%
Nc1c(N(Cc2ccco2)C(=O)c2ccc(Cl)cc2)c(=O)[nH]c(=O)n1Cc1ccccc1	i	-2%	5%	-12	9%	-1%	9%	-2%	-4%
COc1ccc(NC(=O)c2ccc3oc(=O)c(S(=O)(=O)c4ccc(C)cc4)cc3c2)cc1OC	i	-46%	2%	.	.	.	4%	.	.
Cc1ccc(/C=N/NC(=S)NCCc2ccccc2)s1	i	-31%	-12%	0	-9%	-4%	-2%	11%	6%

A draw from above in order of heavy-atom count, ascending:
SMILES	ATXN viability	HepG2 viability	ATXN2 expr inh	IL1B secr inh	HT1080 IDH1KD tx	MCF10A rerep	KB-3-1 cytotox	HT1080NT lethal	SW480 rerep
CCCc1nc(Cl)c(C#N)c2c1CCCC2	i	23%	-27%[11.3 µM]	-18	-1%	?	2%	-2%	-2%
Cc1ccc(CNc2ccc(N3CCOCC3)cc2)s1	i	-2%	-12%	?	0%	1%	6%	6%	-9%
COCCn1c(/C=C/c2ccccc2)nc2ccccc21	i	-42%	75%[activator]	-2	-38%	4%	-13%	-33%	27%

The results go on:
SMILES	ATXN viability	HepG2 viability	ATXN2 expr inh	IL1B secr inh	HT1080 IDH1KD tx	MCF10A rerep	KB-3-1 cytotox	HT1080NT lethal	SW480 rerep
CN1CCN(c2ccccc2NC(=O)c2cc(Br)ccc2Cl)CC1	i	-43%	-12%	?	-16%	13%	-1%	-15%	7%
C=CCOc1ccccc1/C=N/NC(=O)Cc1ccccc1	i	-14%	.	-1	6%	2%	2%	3%	-11%
CN1CCCCCC1=Nc1ccccc1C#N	i	11%	-11%	6	8%	-3%	7%	4%	-6%
CSc1ccc(S(=O)(=O)N2CC(=O)Nc3ccccc32)cc1	i	-24%	-23%	-4	0%	-1%	3%	-5%	?
NC(=O)C1CCN(Cc2nnnn2Cc2ccco2)CC1	i	-14%	-6%	19	-3%	7%	-2%	3%	-3%[9.22 µM]
NC(=O)[C@H]1CC2(CC(c3cccc(NC(=O)COc4ccc(Cl)cc4)c3)=NO2)CN1C(=O)c1ccccc1C(=O)c1ccccc1 (stereo partly specified)	?	-1%	?	?	-19%	?	21µM*	-16%	2%
Cc1cc(NC(=O)c2cccs2)no1	i	3%	-4%	-5	9%	0%	-1%	-4%	-6%
Cc1cc(C)n2nc(C(=O)OCC(=O)N(C)CC(=O)Nc3ccccc3Cl)nc2n1	?	8%	5%	12	2%	-3%	-1%	4%	-2%
CCN(CC)C(=O)CC(c1ccc2c(c1)OCO2)c1c(OC)cc(OC)c2ccc(=O)oc12 (stereo unspecified)	?	2%&-1%	-12%	-6	4%	10%	-6%	1%	-10%
CNC(=O)c1nnsc1S(=O)c1ccc(Cl)cc1 (stereo unspecified)	?	-116%	35%[11.3 µM]	-105*	23µM*	2.3µM*	?	15µM*	?
CCOC(=O)C1CCN(C(=O)N(CC)CC)CC1	i	-9%	2%	8	5%	-2%	10%	3%	2%
Cc1cccc(C(=O)NCC(=O)OCc2cc(=O)n3nc(C4CC4)sc3n2)c1	i	8%	5%	.	.	.	-4%	.	.
O=C(C1CCCO1)N1CCN(S(=O)(=O)c2cc(C(F)(F)F)ccc2Cl)CC1 (stereo unspecified)	i	-14%	12%	18	9%	-1%	-1%	0%	2%
Cc1ccc2c(c1)NC(=O)c1cc([N+](=O)[O-])ccc1O2	?	-1%	.	10	11%	12%	1%	1%	1%
O=C(Nc1ccc2c(c1)OCO2)c1cccc2c1C(=O)N(Cc1cccnc1)C2	i	-31%	4%	?	-1%	0%	-1%	-14%	2%
COc1ccc(-c2csc(N3CCN(C(=O)c4ccco4)CC3)n2)cc1	i	-40%	?	?	-11%	27%	?	-2%	-3%
COc1ccc2[nH]c3c(c2c1)CCNC3=O	i	-17%	31%	.	.	6%	?	.	-8%
COc1ccc(-c2cc(C(F)(F)F)c(C#N)c(SCC(=O)O)n2)cc1	i	-2%	0%	60	-14%	-6%	?	-9%	-2%
COC1(NS(=O)(=O)c2ccc(Br)cc2)C(C)=CC(=O)C=C1C	i	-2%	6%	34	8%	-17%	-6%	0%	-1%
CC(=O)Nc1ccc(NC(=O)C(C)OC(=O)CCCN=C2NS(=O)(=O)c3ccccc32)cc1 (stereo unspecified)	i	0%	-10%	-1	6%	7%	-8%	7%	2%

Copied from the list.
`CC(=O)Nc1ccc(NC(=O)C(C)OC(=O)CCCN=C2NS(=O)(=O)c3ccccc32)cc1` (stereo unspecified) @ ATXN2 expr inh = -10%
`COc1ccc2[nH]c3c(c2c1)CCNC3=O` @ MCF10A rerep = 6%

Going on with the list:
SMILES	ATXN viability	HepG2 viability	ATXN2 expr inh	IL1B secr inh	HT1080 IDH1KD tx	MCF10A rerep	KB-3-1 cytotox	HT1080NT lethal	SW480 rerep
COc1ccccc1NC(=O)N1c2ccc(F)cc2CCC1C (stereo unspecified)	?	-2%	-20%	10	6%	12%	-3%	10%	-2%
NNC(=O)c1ccc([N+](=O)[O-])c(CS(=O)(=O)c2ccc(Cl)cc2)c1	i	-5%	-4%	-6	-9%	?	-8%	-12%	6%
COC(=O)c1ccc(NC(=O)c2ccc3nc(C)sc3c2)cc1	i	-18%	4%	34	-13%	?	0%	-12%	-2%
c1ccc(-c2nnc(-c3ccccn3)nn2)nc1	i	-46%	1%	3	-13%	12%	-3%	-9%	?
CN(c1ccccc1)S(=O)(=O)c1ccc(Cl)c(C(=O)Nc2ccccc2N2CCOCC2)c1	?	4%	-3%	18	-18%	21%	?	0%	-2%
CCc1cccc(C)c1NC(=O)c1cnn(-c2ccc(F)cc2)c1-n1cccc1	i	-12%	-10%	.	.	.	?	.	.
O=S(=O)(Nc1cc(S(=O)(=O)N2CCOCC2)ccc1NCC1CCCO1)c1ccccc1F (stereo unspecified)	i	5%	2%	12	13%	-4%	6%	4%	-11%
CN(Cc1ccccc1)C(c1ccnc2ccccc12)c1nnnn1-c1ccc2c(c1)OCCO2 (stereo unspecified)	?	.	?	-16	?	.	?	?	.
COc1ccc(C(=O)N2CCCC(c3cc(C(=O)Nc4ccccc4)no3)C2)cc1 (stereo unspecified)	i	8%	1%	-9	-7%	.	0%	4%	.
